IL1B secr inh: blocks inflammasome-driven IL-1 beta release | 360,000 compounds, 4.7% hits | THP-1 LPS/ATP IL-1B secretion, AlphaLISA, 16 h; hits give low values | AID 743279 | activity change, % at 57.5 µM; in the data active = activity change below about -50%; inconclusive = mostly about -30% to -49%; note: % is set by controls: 0 for no effect and ±100 for the full control effect
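Secreted IL-1B measured by AlphaLISA bead assay after 16 h compound exposure of THP-1 cells; compounds (final up to 57.5 uM) added 1 h before LPS (250 ng/mL) and ATP (1.25 mM) stimulation; lower signal means less secretion.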
ATXN2 expr inh: ATXN2 expression inhibition | HEK-293 ATXN2-luciferase reporter, luminescence, 24 h | Potency, µM (top dose mostly 57 µM), for the others: at the top dose activity change, negative = inhibition, actives largely listed as inhibitors | 360,000 compounds, 0.72% hits | AID 1745845; note: potency is the fitted concentration of half-maximal effect; % is set by controls: 0 for no effect and ±100 for the full control effect; nearly all actives have a fitted effect of over 55% in size
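ATXN2-luciferase reporter cells (luciferase flanked by upstream and downstream ATXN2 gene portions) were treated 24 h at 37 °C with compounds at up to 57 uM. SteadyGlo luminescence gave expression; GF-AFC fluorescence gave viability.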
TGFb SMAD3 inh: blocks TGF-b signaling | Potency, µM (doses to about 46.1 µM), without a hit: at the top dose activity, negative = inhibition, most hits filed as inhibitors | 410,000 compounds, 1.2% hits | AID 588855 | HepG2 CAGA-GFP TGF-b/SMAD3 reporter, GFP fluorescence, 18 h; TGF-beta stimulated, 500 pg/mL final; note: potency is the fitted concentration of half-maximal effect; % is set by controls: 0 for no effect and ±100 for the full control effect; nearly all actives have a fitted effect of over 65% in size
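Inhibition was scored as loss of TGF-beta-induced (500 pg/mL final, 18 hours, 37 degrees C) GFP in HEPG2 cells carrying a CAGA-GFP reporter, in DMEM with 1% FBS. Well GFP was summed per cell; Activity was normalised to unstimulated and stimulated DMSO wells, then concentration-response fitting.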
HepG2 viability: kills HepG2 cells in TGF-b inhibitor counter-screen. HepG2 CAGA-GFP viability, ATP luminescence, 18 h. Potency, µM (top dose mostly 46.1 µM), for inactives: top-dose activity change, negative = cytotoxicity, actives largely listed as cytotoxic. 410,000 compounds, 0.76% hits; note: potency is the fitted concentration of half-maximal effect; some results filed as inactive show a strong effect at the top dose
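CellTiter-Glo luminescence gave cytotoxicity after 18 hours at 37 degrees C. The cells were HepG2 CAGA-GFP in 1% FBS DMEM, stimulated with 500 pg/mL TGF-beta after compound addition. %Activity was normalised to no-cell wells (complete cell-killing) and DMSO (no toxicity), and curves were fitted and classified.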
ATXN viability: reduces viability in counter-screen for ATXN expression inhibitors; 400,000 compounds, 0.49% hits; Potency, µM (highest dose often 56.7 µM), hits mostly cytotoxic; S2 cells (HEK-293 line with an ATXN2-luciferase reporter) viability, CellTiter-Fluor protease fluorescence, 24 h; AID 651635; note: potency is the fitted concentration of half-maximal effect; nearly all actives have a fitted effect of over 40% in size
Nrf2 ARE act: activators of Nrf2 (ARE) signaling | AREc32 ARE-luciferase reporter (MCF7-derived line), luminescence, 24 h | 410,000 compounds, 0.31% hits | Potency, µM (top dose mostly 46.1 µM), inactives show top-dose activation, most hits filed as activators; note: potency is the fitted concentration of half-maximal effect; % of control where 0% means no effect; nearly all actives have a fitted effect of over 65% in size
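Luminescent ARE reporter assay in AREc32_Fluc cells: overnight plating at 37 deg C, 24 hr compound incubation, Steady-Glo added, 30 min RT before reading.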
Nrf2 inh: inhibitors of Nrf2 signaling | A549 ARE-Fluc reporter, luciferase luminescence, 18-24 h | 360,000 compounds, 2.1% hits | Potency, µM (doses to about 46 µM), for the others: at the top dose activity change, negative = inhibition, hits mostly inhibitors | AID 504444; note: potency is the fitted concentration of half-maximal effect; % is set by controls: 0 for no effect and ±100 for the full control effect; nearly all actives have a fitted effect of over 60% in size
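Nrf2 function is reported as luminescence of an ARE-controlled luciferase in A549 cells. Compounds were tested at several concentrations, and a CellTiter-Fluor read on the same wells flagged cytotoxicity.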
A549 viability: counter-screen for Nrf2 inhibitors: cytotoxicity in A549 cells. A549 ARE-Fluc cells, CellTiter-Fluor viability, 18-24 h. Potency, µM (series often up to 46 µM), inactives show at the top dose activity change, negative = cytotoxicity, hits mostly inhibitors. 390,000 compounds, 0.16% hits. AID 504648; note: potency is the fitted concentration of half-maximal effect; % is set by controls: 0 for no effect and ±100 for the full control effect
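A549 ARE_Fluc cells in 5% FBS OPTI-MEM were exposed to compounds in concentration-response for 18-24 h at 37 deg C. Viability was read by CellTiter-Fluor fluorescence (Ex 405/Em 525) after 30 min, before the luciferase read.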
MCF10A rerep: DNA re-replication induction in MCF 10a cells. MCF 10A DNA re-replication, Hoechst nuclear intensity, 48 h. Potency, µM (highest dose often 46.1 µM), for inactives: top-dose activity, positive = re-replication, actives largely listed as activators. 350,000 compounds, 2.9% hits. AID 624296; note: potency is the fitted concentration of half-maximal effect; % of control where 0% means no effect; nearly all actives have a fitted effect of over 50% in size
An asterisk follows results filed as active; i = inactive; ? = inconclusive; · = no result given; & = joins results of further samples; [ ] = another dose, or the depositor's remark. Unless noted, calls come from the whole dose curve; as a rule, active = well fitted curve in the direction sought with a large enough effect; inconclusive = small, poorly fitted or top-dose-only effect, or another doubt; inactive = no such curve, though single readings can be large; an effect the other way counts as inactive or inconclusive.

SMILES | IL1B secr inh | ATXN2 expr inh | TGFb SMAD3 inh | HepG2 viability | ATXN viability | Nrf2 ARE act | Nrf2 inh | A549 viability | MCF10A rerep
CCOC(=O)C1=C(Nc2ccccc2)CC(C)(O)C(C(=O)OCC)C1c1ccccc1 (stereo not given) | -17 | 2% | 10% | 4% | i | -0.4% | 4% | -1% | 4%
Cc1ccc(-c2nnc(Nc3ccccc3)c3ccccc23)cc1S(=O)(=O)N1CCN(C)CC1 | · | 6% | -1% | 1% | ? | 0.1% | -43% | -17% | ·
CC(C)(C)CC(=O)Nc1ccc(-c2cn3cccnc3n2)cc1 | -14 | -1% | 1% | 5% | i | -0.1% | ? | 1% | -9%
CCOc1ccc(N(CC(=O)Nc2cc(C)cc(C)c2)S(C)(=O)=O)cc1 | 1 | 6% | ? | -26% | i | 0.4% | ? | -12% | -7%
CCNC(=O)C1(C)CCCN(C(=O)c2nc(C)oc2C)C1 (stereo not given) | -5 | 12% | -12% | -21% | i | 2.6% | · | · | ·
O=C(CSc1ccc2ccccc2n1)NC1CC1 | -3 | 14% | -12% | 3% | i | 9.7% | 23% | 2% | 4%
CN(C)c1ccc(NC(=O)Nc2cccc3ccccc23)cc1 | -24 | 17% | 9% | 3% | i | 1.5% | -13% | 0% | 4%
COc1ccc(S(=O)(=O)c2nnn(-c3cccc(Cl)c3)c2N)cc1 | 16 | -16%&-22% | 0%&-11% | 9%&-25% | i | 0.2%&0.5% | 3%&-11% | 4%&-8% | 5%
Cc1cc(N2CC(C)OC(C)C2)nc2ccccc12 (stereo not given) | -1 | 33% | ? | -19% | i | 0.8% | 13% | -1% | -1%
CC(=O)N1CCC2(CC1)OC(=O)C(C)=C2C(=O)Nc1cccc(Cl)c1C | · | · | -7% | -3% | · | 0.2% | 16% | -1% | ·
Cc1[nH]c2ccc(C(=O)NC3CCC(C)CC3)cc2c1C (stereo not given) | -14 | · | 9% | -12% | i | 5.0% | 5% | -9% | -5%
Cn1cnc([N+](=O)[O-])c1Nc1cccc(O)c1 | 2 | -28% | 12% | 11% | ? | 0.6% | -16% | -13% | 4%
COc1cc(C)ccc1OCCCON1C(=O)CCC1=O | 0 | 1% | 7% | -3% | i | -0.5% | ? | 2% | 0%
Cc1cccc(C)c1OCc1n[nH]c(=S)n1-c1ccccc1 | 10 | -21% | 2% | 11% | i | -0.5% | 10% | -3% | 23%
COC(=O)c1cc2oc(C)cc2n1CC(=O)N1CCCc2ccccc21 | -25 | 1% | 9% | 0% | ? | 5.3% | 2% | -1% | 8%
CCOc1ccc(NC(=O)COc2cccc3cccnc23)cc1S(=O)(=O)N1CCCC1 | -27 | · | 6% | -16% | i | -2.0% | · | · | ·
Cc1ccc(-c2nn3c(C)nnc3s2)cc1NC(=O)c1ccc(Br)o1 | 14 | -5% | 6% | -25% | ? | 4.6% | ? | -14% | 0%
Cc1nc2nc(COc3ccccc3)nn2c(C)c1Cl | -6 | 16% | 0% | 14% | i | 3.1% | ? | -2% | -7%
OCC[C@H]1C[C@@H](O)[C@H](O)[C@@]2(Cc3ccccc3CO2)O1 | 13 | 8% | -10% | 14% | i | 0.4% | -4% | -2% | -7%
COC(=O)c1nc2n(n1)C(c1ccc([N+](=O)[O-])cc1)C(C(=O)Nc1ccc(Cl)cc1)=C(C)N2 (stereo not given) | 13 | 8% | 7% | 6% | i | -0.3% | 4% | -4% | -7%
CCOc1ccc(-n2c(SCc3cc(=O)oc4cc(C)ccc34)nnc2-c2cccnc2)cc1 | -54* | 6% | 5% | -4% | i | -0.4% | ? | -9% | 1%
N/C(=N\OC(=O)CC1CCCCC1)c1ccccn1 | -5 | 50%[activator] | -2% | -6% | i | 0.6% | ? | -5% | 4%
O=C(O)c1ccc(-n2cncn2)c([N+](=O)[O-])c1 | -1 | 6% | -5% | -1% | i | 0.4% | 1% | -4% | -1%
O=C(NN1C(=O)/C(=C/c2ccc(O)c([N+](=O)[O-])c2)SC1=S)c1ccccc1Cl | -2 | -3% | ? | -10% | ? | -0.4% | ? | 3.7µM* | 73%
Cn1c(CNC(=O)c2ccco2)nnc1SCC(=O)Nc1c(F)cc(F)cc1Br | -11 | -11% | 28% | 2% | i | 0.7% | 2% | 6% | -2%
CCOc1ccc(NS(=O)(=O)c2ccc(NC(=O)c3ccccc3C(=O)O)cc2)cc1 | -3 | -12% | 1% | 8% | i | 0.3% | -8% | 1% | -1%
COC(=O)C1=C(C)N(Cc2ccccc2)C(=NCCc2ccccn2)N[C@H]1c1cccc(C(F)(F)F)c1 | -27 | 35µM* | ? | -83%&-92% | ? | -5.3% | -8% | -2% | 3%
Cc1nc(Nc2ccc(S(=O)(=O)N3CCCCC3C)cc2)c2nnn(Cc3ccccc3)c2n1 (stereo not given) | -8 | -11% | ? | -1% | i | 0.1% | ? | -28% | -33%[inhibitor]
CCc1cccc(C)c1NS(=O)(=O)c1c(C(=O)N2CCC(C)CC2)c(C)n(C)c1C | · | · | -6% | -8% | · | 0.8% | · | -5% | ·
COCCn1c(-c2ccc(OC)cc2)cnc1SCC(=O)Nc1cc(C)on1 | 2 | -16% | 0% | -7% | i | -0.8% | ? | -8% | 0%
O=C(NCc1nc2ccccc2[nH]1)C1=C[C@@H](c2csc3ccccc23)C[C@@H](OCCCCO)O1 | -3 | -16% | ? | -3% | ? | 7.8% | -14% | -12% | ?
Cc1c(NC(=O)Nc2ccc(Cl)c(Cl)c2)sc(=S)n1C | -97* | ? | ? | -11% | · | 21% | ? | -24% | ?
Oc1cccc(C(=S)N2CCC(Cc3ccccc3)CC2)c1 | 0 | -18% | ? | -58% | i | 0.0% | -22% | -12% | ?
CCOC(=O)c1ccc(NC(=S)Nc2ccccc2)cc1 | 12 | -9%[11.3 µM] | 2% | 24% | i | 0.4% | 22% | -8% | 0%
N#Cc1ccc2ccn(CC(=O)N3CCCc4ccccc43)c2c1 | 3 | -17% | -30% | -10% | i | -0.3% | -17% | 0% | 17%
O=C(O)C1CCCCN1S(=O)(=O)c1ccccc1 (stereo not given) | 12 | 4% | 10% | -19% | i | 0.3% | -12% | 1% | 0%
COc1ccc(NC(=O)Cn2cc(C(=O)c3ccncc3)c(=O)c3cc(C)ccc32)cc1Cl | · | · | 4% | 7% | · | -0.2% | · | 4% | ·
O=CN1CCN(C(=O)c2ccc3c(c2)OCO3)CC1 | 10 | 34% | 5% | 1% | i | -0.1% | 13% | -5% | 5%
Cc1ccc(CNC(=O)Cn2c(=O)n(-c3ccc(Cl)cc3)c(=O)c3c(C)c(C)sc32)cc1 | · | 3% | -27% | -20% | i | -1.0% | 1%[9.27 µM] | 0% | ·
COc1ccc(N2C(N)=C(C#N)C(c3cc(CN4CCOCC4)cs3)C3=C2CCCC3=O)cc1 (stereo not given) | · | 4% | 6% | -36% | i | 4.1% | · | -16% | ·
NC(=O)Cn1c(=O)n(CCc2ccccc2)c(=O)c2c3c(sc21)CCCC3 | -4 | ? | 0% | -2% | i | 0.1% | -12% | 4% | -6%
CCOc1ccc(C(=O)N[C@H](C(=O)Nc2ccccc2OC)C(C)C)cc1 | -22 | 8% | -1% | 6% | i | -0.5% | -10% | -2% | 0%
Cc1ncsc1CCOC(=O)c1ccccc1 | -6 | 8%[11.3 µM] | -3% | -21% | i | 2.4% | 2% | 0% | -1%
O=C(O)Cn1nnnc1-c1ccc(F)cc1 | 31 | 28% | 19% | 8% | ? | -0.7% | · | -4% | 1%
Cc1ccc(-c2n[nH]c(=S)n2/N=C/c2c(C)nn(-c3ccccc3)c2C)cc1 | 3 | 0% | -23% | 8% | i | 2.4% | ? | -1% | ?
O=c1c(Cl)c(Nc2cccc(Cl)c2)cnn1-c1nc2ccccc2s1 | -29 | 66%[activator] | -16% | -14% | i | 25% | ? | -11% | 8%
COc1cccc(/C=N/NC(=O)c2ccc(N3CCCC3=O)cc2)c1 | -29 | 12% | 0% | -18% | i | 3.4% | -21% | 0% | 13µM*
Cc1[nH]c2ccc(Br)cc2c(=O)c1CN1CCOCC1 | 46 | -4% | 13% | 0% | i | 0.3% | 6% | 18% | 18%
COc1ccccc1NC(=O)CSc1oc(-c2cccs2)nc1S(=O)(=O)c1ccc(C)cc1 | · | 2% | -3% | -12% | ? | 7.4% | -3%[9.27 µM] | 5% | ·
COCc1cc(C)nc2sc(C(=O)Nc3ccccc3C)c(N)c12 | ? | -16% | 6% | -4% | · | 0.8% | -15% | 11% | ?
Cc1nc(Nc2ccccc2F)c2oc3ccccc3c2n1 | 27 | 39%[activator] | -12% | -4% | i | 3.2µM* | ? | 4% | -5%
Fc1ccc(N2CCN(Cc3ccccn3)CC2)cc1 | -14 | -10%[11.3 µM] | -4% | -7% | i | 0.0% | 7% | 0% | 7%
COc1ccc(OC)c(NC(=O)Cc2coc3cc(C)cc(C)c23)c1 | 3 | -8% | 5% | -20% | i | 0.0% | -5% | -3% | 13%
O=[N+]([O-])c1ccc(Oc2cccc(F)c2)c2ccncc12 | -18 | 9% | 41%[activator] | -17% | i | ? | · | 0% | ?
COc1cc(/C=C(\C#N)C(=O)Nc2cccc(C(=O)O)c2)ccc1OCc1ccc(C)cc1 | -14 | 41%[activator] | ? | -22% | i | 4.8% | 21% | -8% | -1%

Three compounds already listed, sorted by SMILES length, smallest number first.
SMILES | IL1B secr inh | ATXN2 expr inh | TGFb SMAD3 inh | HepG2 viability | ATXN viability | Nrf2 ARE act | Nrf2 inh | A549 viability | MCF10A rerep
Cc1nc(Nc2ccccc2F)c2oc3ccccc3c2n1 | 27 | 39%[activator] | -12% | -4% | i | 3.2µM* | ? | 4% | -5%
O=[N+]([O-])c1ccc(Oc2cccc(F)c2)c2ccncc12 | -18 | 9% | 41%[activator] | -17% | i | ? | · | 0% | ?
COc1ccccc1NC(=O)CSc1oc(-c2cccs2)nc1S(=O)(=O)c1ccc(C)cc1 | · | 2% | -3% | -12% | ? | 7.4% | -3%[9.27 µM] | 5% | ·

Hits appear at their usual frequency; overall some 8.8% were active at least once.
